EBV gp42 block – inhibitors of Epstein-Barr virus glycoprotein 42 | actives 0.42% (n = 220,000) | AID 1085 | Fluorescence polarization binding assay, mP read-out | inhibition, % (tested at 21.74 µM); in the data active means inhibition above about 50%
Furin inhibitor – inhibitors of human furin. actives 0.061% (n = 220,000). AID 463115. purified furin, fluorogenic substrate cleavage. inhibition, % at 30 µM. P09958; in the data active means inhibition above about 25%; further: inactives centre near -15
m-calpain inh – blocks pig calpain II enzyme activity. purified calpain II, fluorogenic peptide substrate, 30 min. actives 0.37% (n = 220,000). inhibition, % at 16 µM. AID 1236;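 active means inhibition above about 50%, limit read from the data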
TbHK1 inh – T. brucei hexokinase 1 inhibition | recombinant TbHK1, G6PDH-coupled NADH A340 | inhibition, % at 10 µM | actives 0.11% (n = 220,000) | AID 1430;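 active means inhibition of 50% or more in the single-dose primary screen; inactive means inhibition below 50%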
Cl transport mod – KCC2 (human) Cl- transport modulation; actives 2.2% (n = 190,000); KCC2 cells, thallium flux FluoZin-2 fluorescence; B-score of Tl+ flux slope (higher = more flux/activation; lower = inhibition) at 10 µM;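 active means thallium flux slope and its plate-corrected score both differing from the plate sample mean at a set confidence after two filtering rounds, in either direction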;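 further: slope of fluorescence scaled to starting intensity during 10 to 20 s after thallium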
Target sequence (Q9H2X9 whole entry, looked up): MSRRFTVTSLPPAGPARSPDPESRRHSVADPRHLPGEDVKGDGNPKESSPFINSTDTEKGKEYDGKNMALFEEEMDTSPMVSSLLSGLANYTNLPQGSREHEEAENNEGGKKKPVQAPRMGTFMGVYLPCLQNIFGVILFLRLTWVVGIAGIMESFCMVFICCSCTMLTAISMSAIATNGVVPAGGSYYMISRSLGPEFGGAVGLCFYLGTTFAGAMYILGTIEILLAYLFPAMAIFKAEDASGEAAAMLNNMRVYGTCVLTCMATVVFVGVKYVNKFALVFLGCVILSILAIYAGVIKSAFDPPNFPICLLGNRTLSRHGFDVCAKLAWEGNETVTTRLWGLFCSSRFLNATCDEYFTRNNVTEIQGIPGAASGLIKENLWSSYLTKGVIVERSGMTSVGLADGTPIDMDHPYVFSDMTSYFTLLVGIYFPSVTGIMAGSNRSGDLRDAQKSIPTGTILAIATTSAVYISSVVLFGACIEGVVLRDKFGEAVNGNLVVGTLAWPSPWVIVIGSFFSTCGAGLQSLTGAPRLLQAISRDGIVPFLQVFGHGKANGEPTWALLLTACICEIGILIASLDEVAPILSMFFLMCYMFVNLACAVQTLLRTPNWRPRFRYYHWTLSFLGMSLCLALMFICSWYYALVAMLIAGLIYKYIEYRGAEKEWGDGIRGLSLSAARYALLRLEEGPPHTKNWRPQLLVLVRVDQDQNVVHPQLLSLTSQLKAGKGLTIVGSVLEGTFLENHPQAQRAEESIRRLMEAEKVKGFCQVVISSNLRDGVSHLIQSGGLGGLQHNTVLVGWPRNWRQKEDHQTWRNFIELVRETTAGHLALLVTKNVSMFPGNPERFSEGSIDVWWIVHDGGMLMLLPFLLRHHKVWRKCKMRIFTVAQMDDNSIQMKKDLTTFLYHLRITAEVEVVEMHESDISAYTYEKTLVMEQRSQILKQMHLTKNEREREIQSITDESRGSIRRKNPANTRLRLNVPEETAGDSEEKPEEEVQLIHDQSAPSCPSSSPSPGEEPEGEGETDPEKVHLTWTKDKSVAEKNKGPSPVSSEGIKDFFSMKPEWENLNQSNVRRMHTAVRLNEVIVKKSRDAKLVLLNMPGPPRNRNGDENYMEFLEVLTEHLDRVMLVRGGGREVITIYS
PPC-1+TRAIL kill – compounds killing PPC-1 cancer cells with TRAIL present (potentiator screen, no TRAIL-free arm) | PPC-1 cells + TRAIL, ATPLite viability luminescence | cell killing (% activity), % at 4 µM | actives 0.41% (n = 220,000) | AID 1443;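 active means cell killing above 50% in the first pass at 4 µM, then a duplicate retest at 5 µM averaging 50% or more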;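 further: plate controls were cells with TRAIL plus DMSO for no effect and medium-only wells lacking cells for full effect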
TRPN1 ag – agonists of zebrafish TRPN1 channel; actives 0.18% (n = 220,000); HEK293 zebrafish TRPN1-YFP, Fluo-8 calcium fluorescence; 100% = response to 87 µM carbachol; activation, % at 3 µM; AID 1424;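 active means activation above its plate's cutoff, the mean activation of test wells on that plate plus 3 SD, cut at about 19% in these data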;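 further: 0% = DMSO alone and 100% = 87 µM carbachol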
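Material – zebrafish TRPN1-YFP in HEK293 cells · Doses – 3 µM single point · Schedule – dye 1 h 37 °C plus 30 min RT · Signal – Fluo-8 calcium fluorescence, excitation 470-495 nm, emission 515-575 nm · Read-out – % activation versus carbachol response · Control set – carbachol high, DMSO low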
TRPML3 agonist – activates the human TRPML3 channel. activation, % at 3 µM. HEK293 TRPML3-YFP, Fluo-8 calcium fluorescence; 100% = the carbachol control signal. actives 0.29% (n = 220,000);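 active means activation above its plate's cutoff, the mean activation of the plate's test wells plus 3 SD, cut at about 12% in these data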;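 further: 0% = DMSO only wells and 100% = carbachol wells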
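Material: TRPML3-YFP stable HEK293 cells | Dosing: One concentration, 3 µM nominal, 0.3% DMSO | Timing: 125 s total fluorescence read per well | Technique: Fluo-8 calcium dye fluorescence, ex 470-495, em 515-575 nm | Measure: Percent activation from peak-to-basal fluorescence ratio, scaled between DMSO and carbachol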
Thrombin inh – thrombin (human) inhibition; P00734; alpha-thrombin, Boc-VPR-AMC fluorogenic substrate cleavage; inhibition, % at 5 µM; actives 0.26% (n = 220,000);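 active means inhibition at or above 40%; inactive means inhibition below 40%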;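 further: 0% = enzyme with no compound and 100% = wells without enzyme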
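System: Human alpha-thrombin protein | Medium: pH 7.5 Tris (50 mM) with NaCl 150 mM, Tween 20 0.05% | Times: Enzyme reaction carried out at room temperature | Detection: AMC fluorescence, 355/460 nm | Evaluation: Percent inhibition scaled between no-compound controls and no-enzyme blanks | Benchmarks: Enzyme without compound as high, wells lacking enzyme as low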
Numbers without * were called inactive; . = no result given; [ ] = dose if it differs, or a comment.

SMILES | EBV gp42 block | Furin inhibitor | m-calpain inh | TbHK1 inh | Cl transport mod | PPC-1+TRAIL kill | TRPN1 ag | TRPML3 agonist | Thrombin inh
NS(=O)(=O)c1ccc(NC(=S)NC(=O)C2CCCCC2)cc1 | 2 | -31 | -16 | -4 | 1.3 | 9 | -1.0 | -0.8 | 7
Cc1cc2c(=O)n(Cc3ccco3)c(SCC(=O)c3ccc(Cl)s3)nc2s1 | -21 | -11[20 µM] | -14 | -7 | 0.69 | 19 | -1.3 | 0.0 | -9
OC(COCC1COc2ccccc2O1)CN1CCN(c2ccccc2F)CC1 (stereo not drawn) | -2 | -22 | -7 | -3 | 0.12 | -8 | 0.9 | 0.2 | -4
COc1ccccc1N1CCN(C(=O)Oc2ccccc2)CC1 | -22 | -15[20 µM] | 4 | -6 | . | 12 | -0.7 | 0.1 | -1
CCCN(CC1CC1)C(=O)Nc1ccccc1C | -4 | -24[20 µM] | 16 | 6 | 0.95 | -20 | 1.9 | 0.5 | -2
CCN(CC)CCCNC(=O)Cn1cnc2ccc(S(=O)(=O)N3CCC(C)CC3)cc2c1=O | 5 | 1 | 12 | 13 | 0.058 | 2 | -1.7 | -0.1 | 17
COc1cc(NC(=O)c2ccc3c(c2)OCCO3)ccc1NC(=O)c1ccco1 | -10 | -30 | -235 | -5 | 0.31 | 6 | 0.4 | 0.4 | 2
OCCC1CN(Cc2cccn2-c2ncccn2)CCN1Cc1ccccc1 (stereo not drawn) | -4 | -27 | -19 | -5 | -1.5 | 12 | -0.7 | 0.6 | -1
CCc1nnc(SCC(=O)Nc2ccc(C(C)=O)cc2)nc1CC | -18 | . | -13 | . | . | 31 | . | . | 4
Nc1nnc(-c2ccccc2)c(-c2ccccc2)n1 | -16 | -24[20 µM] | -2 | -6 | -1.2 | 4 | -0.1 | -0.1 | 1
O=C(NNc1ccc(F)cc1F)c1c(F)cccc1Cl | -7 | -16 | 12 | 1 | 1.1 | 8 | -0.2 | 0.3 | -1
O=C(CN1CCCN(S(=O)(=O)c2ccc(Br)cc2)CC1)Nc1ccc2c(c1)OCO2 | -8 | 2[20 µM] | 8 | 0 | 0.026 | 20 | -0.5 | -0.2 | 3
CCO[C@@H]1OC(C(=O)N2CCN(Cc3ccc4c(c3)OCO4)CC2)=C[C@H](c2ccc(Br)cc2)[C@H]1CCCO | 4 | -31 | -10 | -15 | 0.11 | 20 | -0.6 | -0.1 | -2
CCCNC(=O)NC1C(NC(=O)NCCC)N(C)C(=O)N1C (stereo not drawn) | 2 | 16[20 µM] | 15 | 0 | 1 | 10 | 0.2 | -0.6 | 2
CCn1c(=N)n(CC(O)c2ccccc2)c2ccccc21 (stereo not drawn) | -11 | -16[20 µM] | 2 | -2 | . | -2 | 0.2 | 0.8 | 1
CC(=O)Nc1sc(C)c(C)c1CN1CCN(S(=O)(=O)c2ccccc2)CC1 | -9 | -19 | -9 | -6 | -0.65 | 21 | 2.1 | -0.3 | 1
O=C(CCC1CCCN(C(=O)c2cc(C3CC3)[nH]n2)C1)N1CCN(c2ccccn2)CC1 (stereo not drawn) | -13 | -14 | -19 | -1 | . | 10 | 2.9 | 0.3 | -13
CCN(CC)S(=O)(=O)c1ccc(Cl)c(C(=O)NCC2CCCO2)c1 (stereo not drawn) | -5 | -17 | -7 | 2 | 0.46 | -9 | -0.2 | 0.4 | 2
CC(C)(C)N1CC(c2nc3ccccc3n2Cc2ccc(F)cc2)CC1=O (stereo not drawn) | -15 | -10[20 µM] | -4 | -4 | . | -6 | 1.3 | 0.1 | 0
CCc1nnc(NC(=O)CSc2nc(-c3ccccc3)c(-c3ccccc3)o2)s1 | -8 | -18 | -15 | -1 | 0.48 | 4 | -0.2 | 0.7 | 1
OCc1cnc(SCc2ccccc2)n1Cc1ccccc1 | 8 | -33 | 5 | 0 | -0.43 | -11 | 0.9 | 0.0 | -4
CCCC(=O)OCCNc1cc(Sc2nc3ccccc3[nH]2)c2nonc2c1[N+](=O)[O-] | -19 | 8 | 7 | -9 | -2.7 | 17 | -1.0 | 0.2 | -5
COc1cccc(C(=O)N2CCN(S(=O)(=O)Cc3ccccc3)CC2)c1OC | -15 | -9[20 µM] | -21 | 0 | 1.6 | 18 | -0.1 | 0.1 | 1
CCOC(=O)c1nn(-c2ccc(OCC)cc2)c2nc(-c3ccco3)c(C#N)c(=O)n12 | -4 | -8 | -109 | -7 | 0.49 | 8 | 0.4 | 0.0 | -3
COC(=O)c1cccc(CSc2nnc(-c3ccco3)n2-c2ccccc2)c1 | 12 | -15 | 23 | 2 | -0.58 | 26 | 1.3 | -0.3 | -2
Cc1noc(/C=C/Nc2ccc(F)cc2F)c1[N+](=O)[O-] | 36 | -17 | 37 | 2 | -0.08 | 3 | -0.2 | 0.5 | -2
CC(=O)c1ccc(NC(=O)CSc2ccc3nnc(-c4cccnc4)n3n2)cc1 | -2 | -24 | 43 | 8 | -0.079 | -1 | -0.5 | -0.5 | -2
Cc1cc(C(=O)Cn2nc(C(=O)O)c3ccccc3c2=O)c(C)n1C1CC1 | -14 | -13 | -11 | -3 | 0.0057 | -13 | -0.7 | -0.2 | -3
O=C(/C=C/c1cccs1)N1CCC2(CC1)Oc1ccc(F)cc1C(=O)C21CC(c2ccccc2)=NO1 (stereo not drawn) | -5 | -7 | -37 | -19 | -0.045 | 18 | . | . | 1
CCN(CC)CCCNC(=O)c1cc2c(-c3ccc(Cl)cc3)nn(C)c2s1 | -9 | -35 | -432 | -11 | . | 6 | 0.3 | 1.2 | 5
CC(=O)NC(=S)Nc1ccccc1F | -15 | -5 | -1 | -3 | -0.31 | -14 | -0.3 | 0.0 | -8
Cc1ccc(C)c(S(=O)(=O)Nc2ccc(C(N)=O)cc2)c1 | -6 | -18 | -20 | -3 | -0.012 | -1 | 0.4 | 0.4 | -9
Cc1nnc(NC(=O)CCSc2ccc(Cl)cc2)s1 | -12 | -19 | 7 | -5 | 0.18 | 5 | -0.8 | 0.1 | 1
O=C(COC(=O)/C=C/c1cccc([N+](=O)[O-])c1)NCc1ccco1 | -6 | -18 | -75 | 2 | 0.46 | 15 | -0.5 | 0.4 | -13
CCOc1cccc(CNCCO)c1OCc1ccc(Cl)cc1Cl | -6 | -9 | 12 | 8 | -1.3 | 9 | 1.7 | 2.1 | -9
CN1CCN(NC(=O)c2ccc(Cl)c([N+](=O)[O-])c2)CC1 | -15 | -6[20 µM] | 12 | -2 | 0.23 | 12 | 0.3 | 0.6 | -8
Cc1ccc(C(=O)OCC(=O)NCC(F)(F)F)cc1C | -8 | -24 | 10 | -1 | -0.013 | -5 | -0.1 | 0.2 | 1
COc1ccc(NC(=O)c2ccc(-c3ccc(C)c4ccccc34)o2)cc1 | -15 | -10 | -18 | -7 | 0.28 | 0 | 0.7 | 0.2 | 4
COc1ccc(CC(=O)Nc2cc(S(=O)(=O)N3CCCCC3)ccc2N2CCN(C)CC2)cc1 | -12 | -17 | 5 | 1 | 1.6 | 19 | 2.2 | 1.6 | -1
O=C(Nc1ccon1)c1cccc(S(=O)(=O)N2CCCC2)c1 | -15 | -17[20 µM] | -15 | 11 | . | -9 | -0.1 | 0.7 | 1
Cc1ccc(-c2nc3ccccc3n3c(C)nnc23)cc1 | -6 | -24 | -51 | -9 | . | 6 | 2.2 | 0.6 | 4
COc1cccc(CSc2nc3ccccc3[nH]2)c1 | 9 | -15 | -15 | -2 | -0.71 | 35 | -0.4 | 0.1 | -12
CCn1cc(C(=O)NC2CCCCC2)c(=O)c2cc(S(=O)(=O)N(C)C)ccc21 | -27 | -24 | 3 | -8 | 1.4 | -8 | 0.6 | 0.8 | -3
COc1ccc(Cl)cc1NC(=S)N1CCCC1 | -5 | -12 | 6 | 11 | 0.75 | -8 | -0.8 | -0.1 | -6
CN1CCN(CCP(=O)(c2ccccc2)c2ccccc2)CC1 | 3 | -14[20 µM] | 6 | -4 | 1.7 | 17 | -0.2 | 0.6 | -4
O=C(C1CCCO1)N1CCN(C(=S)NC2CC2)CC1 (stereo not drawn) | 0 | -16 | -8 | -1 | 0.21 | -4 | 0.3 | 1.1 | -4
Cc1cccc(C)c1NC(=O)C1NC(=O)CC1c1ccccc1 (stereo not drawn) | -9 | -22 | -6 | -2 | -0.86 | -11 | 0.5 | -0.3 | -12
CCn1cc(C2N3CC4(C)CN2CC(C)(C3)C4=O)c2ccccc21 (stereo not drawn) | -11 | -12 | 22 | -4 | . | 7 | 0.2 | -0.1 | -4
Cn1cccc1CC(=O)NNC(=S)Nc1ccc(Cl)cc1Cl | -7 | -19 | -31 | 3 | -0.48 | 29 | 2.2 | 0.7 | -6
C=CC(=O)N1c2ccccc2Sc2ccc(NC(=O)OCC)cc21 | -9 | -20[20 µM] | -23 | -3 | -0.76 | . | 0.2 | -0.7 | 2
CNc1cc(C)nc(N2CCOCC2)n1 | -3 | -18 | 13 | -4 | 0.8 | -1 | 1.3 | 0.8 | -10

Structural class: those above with an aryl thioether with sulfur outside any ring (9)
SMILES | EBV gp42 block | Furin inhibitor | m-calpain inh | TbHK1 inh | Cl transport mod | PPC-1+TRAIL kill | TRPN1 ag | TRPML3 agonist | Thrombin inh
Cc1cc2c(=O)n(Cc3ccco3)c(SCC(=O)c3ccc(Cl)s3)nc2s1 | -21 | -11[20 µM] | -14 | -7 | 0.69 | 19 | -1.3 | 0.0 | -9
CCc1nnc(SCC(=O)Nc2ccc(C(C)=O)cc2)nc1CC | -18 | . | -13 | . | . | 31 | . | . | 4
CCc1nnc(NC(=O)CSc2nc(-c3ccccc3)c(-c3ccccc3)o2)s1 | -8 | -18 | -15 | -1 | 0.48 | 4 | -0.2 | 0.7 | 1
OCc1cnc(SCc2ccccc2)n1Cc1ccccc1 | 8 | -33 | 5 | 0 | -0.43 | -11 | 0.9 | 0.0 | -4
CCCC(=O)OCCNc1cc(Sc2nc3ccccc3[nH]2)c2nonc2c1[N+](=O)[O-] | -19 | 8 | 7 | -9 | -2.7 | 17 | -1.0 | 0.2 | -5
COC(=O)c1cccc(CSc2nnc(-c3ccco3)n2-c2ccccc2)c1 | 12 | -15 | 23 | 2 | -0.58 | 26 | 1.3 | -0.3 | -2
CC(=O)c1ccc(NC(=O)CSc2ccc3nnc(-c4cccnc4)n3n2)cc1 | -2 | -24 | 43 | 8 | -0.079 | -1 | -0.5 | -0.5 | -2
Cc1nnc(NC(=O)CCSc2ccc(Cl)cc2)s1 | -12 | -19 | 7 | -5 | 0.18 | 5 | -0.8 | 0.1 | 1
COc1cccc(CSc2nc3ccccc3[nH]2)c1 | 9 | -15 | -15 | -2 | -0.71 | 35 | -0.4 | 0.1 | -12

From PubChem BioAssay

Compounds were not picked by outcome, and some 3.6% of all compounds hit somewhere here.
